Compound activity: PubChem BioAssay, several laboratories
DSG3 Ab inh = inhibitors of pemphigus antibody binding to human desmoglein-3; P32926; DSG3-coupled beads, scFv-anti-DSG3-GFP binding, flow cytometry; active compounds read low; binding (percent of control), % at 10 µM; 310,000 tested, 0.48% active;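 active = binding more than 3 SD below its plate's average and above zero; inconclusive = below that plate limit but binding exactly zero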;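 also: hits lower antibody fragment binding to DSG3; some compounds called inactive have numbers as strong as hits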
Target sequence (P32926 whole entry, looked up, the tested form may be a part): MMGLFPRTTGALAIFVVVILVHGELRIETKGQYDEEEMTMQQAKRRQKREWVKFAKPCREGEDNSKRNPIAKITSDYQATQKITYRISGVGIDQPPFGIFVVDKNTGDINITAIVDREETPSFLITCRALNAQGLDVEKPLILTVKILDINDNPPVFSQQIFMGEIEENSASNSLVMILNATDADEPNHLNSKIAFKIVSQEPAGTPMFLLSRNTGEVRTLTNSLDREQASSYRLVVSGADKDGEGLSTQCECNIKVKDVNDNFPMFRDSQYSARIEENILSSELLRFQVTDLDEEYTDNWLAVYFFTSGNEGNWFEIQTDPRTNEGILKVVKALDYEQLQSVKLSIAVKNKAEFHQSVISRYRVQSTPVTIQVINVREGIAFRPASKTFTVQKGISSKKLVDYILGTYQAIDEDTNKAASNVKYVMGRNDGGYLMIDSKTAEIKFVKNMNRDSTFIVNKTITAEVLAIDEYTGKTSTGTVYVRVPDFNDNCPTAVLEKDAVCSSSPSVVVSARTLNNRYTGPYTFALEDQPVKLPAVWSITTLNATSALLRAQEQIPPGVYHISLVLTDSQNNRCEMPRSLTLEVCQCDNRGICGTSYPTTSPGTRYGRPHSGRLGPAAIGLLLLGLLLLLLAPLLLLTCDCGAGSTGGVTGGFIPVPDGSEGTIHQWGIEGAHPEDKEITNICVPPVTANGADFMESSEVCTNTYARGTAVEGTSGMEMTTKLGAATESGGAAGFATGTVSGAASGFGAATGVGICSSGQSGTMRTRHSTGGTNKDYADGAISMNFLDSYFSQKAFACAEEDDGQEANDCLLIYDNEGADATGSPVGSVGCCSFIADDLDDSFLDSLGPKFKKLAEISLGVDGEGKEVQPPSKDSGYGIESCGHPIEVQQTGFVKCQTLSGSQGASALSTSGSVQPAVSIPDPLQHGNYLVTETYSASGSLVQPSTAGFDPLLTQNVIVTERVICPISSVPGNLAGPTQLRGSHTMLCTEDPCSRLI
Wnt bcat act = Wnt/beta-catenin pathway activation; Wnt/beta-catenin reporter cell assay, activator, plate reader; activation, % at 9.35 µM; 300,000 tested, 1.2% active; in the data active = activation above about 30%, passing the limit was not always enough; inconclusive = no clear call, values can overlap the other calls;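 also: 0% = neutral control wells and 100% = positive control wells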
V-ATPase pH = alters yeast V-ATPase proton transport; response, % at 10 µM; S. cerevisiae, pHLuorin cytosolic pH fluorescence; 350,000 tested, 0.37% active; in the data active = response mostly above about 7.3%, no sharp cut-off; inactive = mostly below about 5.4%; also: actives read high; inactives centre near 0; some compounds called inactive have numbers as strong as hits; reference of the scale not given here
Numbers without * were called inactive; ? = inconclusive. The list is partial; count on the stated rates, not on these rows.

Wnt bcat act	V-ATPase pH	DSG3 Ab inh	mol
-0.6	-1.0	101.8	COc1ccc(CCNC(=O)CSC2=NS(=O)(=O)c3cc(F)ccc3N2)cc1OC
-1.1	2.8	114.3	CCn1cc(/C=C(\NC(=O)c2cc(OC)c(OC)c(OC)c2)C(=O)N2CCOCC2)c2ccccc21
-3.6	0.1	102.7	CCn1c(CN2CCC(C)CC2)nc2cc(S(=O)(=O)N3CCCCC3)ccc21
-1.2	-1.7	102.0	CC(C)COC(=O)N(C)C[C@@H]1OCc2cnnn2CCCC(=O)N([C@@H](C)CO)C[C@@H]1C
-3.5	0.9	102.2	COc1ccc(S(=O)(=O)N(C)C)cc1NC(=O)COc1ccc2c(c1)CCC2
-2.1	1.5	96.9	C#CCN(C[C@H]1[C@H](OC(=O)NC2CCCC2)[C@H](OC(=O)NC2CCCC2)C[C@H]2C(=O)N(c3ccccc3)C(=O)[C@@H]12)S(=O)(=O)c1ccc(C)cc1
-1.4	-1.5	105.5	CN[C@H]1C[C@H]2c3[nH]c4ccccc4c3CCN2C(=O)[C@H]1[C@H](C)O
-0.8	-2.2	98.3	O=[N+]([O-])c1cccc(CON=Cc2ccccc2O)c1
-3.6	-1.6	101.1	O=C1OCCC1=COCCOC=C1CCOC1=O
-0.4	-0.9	103.6	C[C@@H]1CCCCO[C@@H](CN(C)C(=O)Nc2ccccc2)[C@@H](C)CN([C@H](C)CO)C(=O)c2cc(N(C)C)ccc2O1
-4.4	4.4	101.6	COc1cc(/C=N/Nc2nc(C)cc(C)n2)ccc1O
-2.8	1.5	111.8	Cc1ccc(CN2CCC[C@]3(N[C@H](c4ccc(C(F)(F)F)cc4)[C@@H]4C(=O)N(Cc5ccccc5)C(=O)[C@@H]43)C2=O)cc1
-0.6	-0.1	111.7	O=C1NCCN(CC2CCN(CCc3ccccc3)CC2)C1=O
-0.4	5.3	31.1*	C[C@@H]1CN([C@H](C)CO)C(=O)CCCn2nncc2CO[C@H]1CN(C)Cc1ccc(O)cc1
-1.0	-3.6	98.0	COc1ncnc2c1ncn2CCCNCCN1CCOCC1
-0.7	-1.1	102.1	O=C(CN1C(=O)c2cccc([N+](=O)[O-])c2C1=O)N1CCc2ccccc2C1
-0.9	0.9	104.2	COCCNC(=O)C[C@@H]1C[C@H]2c3cc(NC(=O)Nc4ccc(F)cc4)ccc3O[C@H]2[C@H](CO)O1
0.0	-3.5	106.5	CC(=O)c1ccc(S(=O)(=O)Nc2ccc(C(=O)NCC(c3ccco3)N3CCCC3)cc2)cc1 (configuration not stated)
-3.7	4.3	101.4	COC(=O)c1ccc2cn[nH]c2c1
-0.2	2.1	103.8	Cc1noc(C)c1S(=O)(=O)N(C)C[C@@H]1OCc2cn(nn2)CCCC(=O)N([C@@H](C)CO)C[C@H]1C
-0.9	1.9	108.9	COc1ccc(CC(=O)NCc2ccccc2F)cc1S(=O)(=O)N1CCOCC1
-0.4	3.2	103.2	Cc1cccc(NC(=O)CSCC(=O)Nc2ccccc2C(=O)N2CCCCC2)c1
-2.6	1.6	104.4	COc1ccccc1CCc1nnc(CCC(=O)NCCC2CCCCO2)o1 (configuration not stated)
-2.8	-0.5	105.4	COCOCCn1cc(CN2CCS(=O)(=O)N(Cc3ccc(-c4ccc(C)cc4)cc3)C(C(C)C)C2=O)nn1 (configuration not stated)

Four entries from above, set out differently:
O=C1NCCN(CC2CCN(CCc3ccccc3)CC2)C1=O
  Wnt bcat act = -0.6
  V-ATPase pH = -0.1
  DSG3 Ab inh = 111.7
C[C@@H]1CN([C@H](C)CO)C(=O)CCCn2nncc2CO[C@H]1CN(C)Cc1ccc(O)cc1
  Wnt bcat act = -0.4
  V-ATPase pH = 5.3
  DSG3 Ab inh = 31.1*
COc1ncnc2c1ncn2CCCNCCN1CCOCC1
  Wnt bcat act = -1.0
  V-ATPase pH = -3.6
  DSG3 Ab inh = 98.0
O=C(CN1C(=O)c2cccc([N+](=O)[O-])c2C1=O)N1CCc2ccccc2C1
  Wnt bcat act = -0.7
  V-ATPase pH = -1.1
  DSG3 Ab inh = 102.1

Remaining list, next part
Wnt bcat act	V-ATPase pH	DSG3 Ab inh	mol
-2.3	-0.4	111.7	CCCOc1ccc(C(=O)Nc2ccc(N3CCOCC3)cc2N2CCOCC2)cc1OCC
5.5	4.2	102.2	O=C1CSC(=S)N1N=Cc1ccc(OCc2ccccc2)cc1
-0.7	0.4	103.5	COC(=O)C(NC(=O)c1ccccc1)C(C)(C)SCc1ccccc1 (configuration not stated)
-4.8	3.3	102.4	Cc1nnc(SCC(=O)Nc2cccc(S(=O)(=O)N3CCCC3)c2)n1C1CC1
-0.9	1.3	98.9	COCOCCn1cc(CN2CCS(=O)(=O)N(Cc3ccc(-c4ccc(Cl)nc4)cc3)C(C(C)C)C2=O)nn1 (configuration not stated)
-0.3	-0.7	96.5	O=C(O)c1ccc(Cl)c(NC(=O)C2CCN(S(=O)(=O)c3ccc4c(c3)OCCO4)CC2)c1
-5.7	4.4	104.5	O=S(=O)(/N=C(\c1ccc(F)cc1)N1CCOCC1)c1ccccc1
-1.9	0.2	98.2	O=C(CSc1ccc(F)cc1)NC(=O)c1ccccc1
-4.2	-0.1	109.6	Cc1cccc(-c2ccc3[nH]c4c(c3c2)CCN2C[C@@H]([C@H](C)O)[C@@H](N(C)C(=O)NC3CCCCC3)C[C@@H]42)c1
-5.4	-1.4	106.1	O=C(NCCNC(=O)c1ccc(-c2cc(Cl)ccc2Cl)o1)c1cnccn1
5.0	1.6	106.3	COc1ccc([C@H]2N[C@]3(CCCN(CC4CCCCC4)C3=O)[C@H]3C(=O)N(C)C(=O)[C@@H]23)cc1
-1.8	-0.8	97.2	Cc1ccc(NC(=O)CCNC(=O)N2CC(=O)Nc3ccccc32)cc1Cl
0.3	0.8	102.6	C[C@H]1CN([C@@H](C)CO)C(=O)CCCn2nncc2CO[C@H]1CN(C)S(=O)(=O)c1ccc(Cl)cc1
-0.5	-1.3	100.6	C[C@@H]1CN([C@H](C)CO)C(=O)c2cc(C#C[C@@H](C)O)cnc2O[C@H]1CN(C)C(=O)c1ccc(F)cc1
-1.9	1.2	109.7	C[C@@H]1CCCCO[C@H](CN(C)S(=O)(=O)c2cccs2)[C@@H](C)CN([C@H](C)CO)C(=O)c2cc(NC(=O)C3CCCCC3)ccc2O1
-2.8	4.1	100.6	CN(Cc1ccccc1)C(=O)c1ncn2c1c(=O)[nH]c1cccnc12
-0.8	0.2	95.6	O=C(Nc1cccc(C(=O)O)c1)/C(=C\c1ccccc1)NC(=O)c1ccco1
-3.6	1.5	103.6	Cc1ccc(CNC(=O)CSc2nc(=O)n3ccc(C)cc3n2)cc1
-1.5	3.6	101.5	COc1ccc(S(=O)(=O)N2CCCC(C(=O)N3CCN(Cc4ccccc4)CC3)C2)cc1Cl (configuration not stated)
-9.5	-0.4	98.1	COc1cc2ccc(C(C)=NOC(C)=O)cc2cc1OC
-1.2	0.2	97.6	COc1ccccc1S(=O)(=O)N(C)C[C@H]1OCc2cn(nn2)CCCC(=O)N([C@@H](C)CO)C[C@@H]1C
-1.6	1.2	99.9	N#Cc1ccc(Cl)cc1NC(=O)CN1C(=O)C(=O)N(CCC2=CCCCC2)C1=O
-6.7	-2.6	99.6	O=C1c2[nH]c3ccccc3c2CC1N1C(=O)c2ccccc2C1=O (configuration not stated)
-4.3	-2.8	104.0	CCCc1nn2c(-c3ccccc3)nnc2o1
0.8	-1.6	92.3	CC1CN(S(=O)(=O)c2cccc(C(=O)Nc3ccc(N4CCCCC4)cc3)c2)CC(C)O1 (configuration not stated)
17.3	1.2	111.6	Oc1ccc(CCc2ccccn2)cc1
-10.1	0.3	97.6	Cc1ccc2nc3n(c(=O)c2c1)-c1cc2ccccc2cc1C(=O)NC3Cc1ccccc1 (configuration not stated)
5.5	-0.3	103.8	C[C@H](CO)N1C[C@H](C)[C@@H](CN(C)S(=O)(=O)c2ccc(Oc3ccccc3)cc2)OCc2cn(nn2)CCCC1=O
-1.8	-2.0	100.4	Cc1ccc(-c2ccc(CN3C(CC(C)C)C(=O)N(Cc4cn(Cc5ccco5)nn4)CCS3(=O)=O)cc2)cc1 (configuration not stated)
0.8	-1.4	102.8	O=C(C=CC=Cc1ccccc1)c1ccc([N+](=O)[O-])cc1
2.1	-4.4	102.5	O=C(Oc1ccccc1)N1CCCCC1
-5.4	-2.6	102.2	CCC(=O)N(Cc1cc2cc(OC)ccc2[nH]c1=O)c1ccccc1OC
?	-0.7	96.2	O=C(NCCCn1cccn1)c1cc(COc2ccccc2)on1
2.5	0.9	97.6	N#CCCN(C(=O)COC(=O)c1ccc(Cl)nc1)c1ccc2c(c1)OCCO2
-3.3	1.5	99.7	COc1ccc(CNC(=O)O[C@@H]2C[C@H]3C(=O)N(c4ccccc4)C(=O)[C@H]3[C@@]3(CN(S(=O)(=O)c4ccc(C)cc4)C[C@H]3C)[C@@H]2O)cc1OC
-3.4	3.2	108.2	O=c1oc(-c2ccc(Cl)cc2[N+](=O)[O-])nc2ccccc12
-0.1	1.8	99.4	C[C@@H]1CN([C@H](C)CO)C(=O)CCCn2nncc2CO[C@H]1CN(C)Cc1ccc(Oc2ccccc2)cc1
1.3	-1.2	101.5	Cc1cccc(C)c1NC(=O)CN(C)C(=O)c1ccc(OCc2ccccc2)cc1
-0.8	1.6	100.9	COC(=O)C[C@H]1C[C@@H]2c3cc(NC(=O)Nc4ccccc4)ccc3O[C@@H]2[C@@H](CO)O1
-0.1	-0.5	102.4	Cc1ccc(S(=O)(=O)N2CCCCC2)cc1NC(=O)CN1CCCC1c1cccs1 (configuration not stated)
-6.3	-1.4	101.8	COC(=O)c1c(C)[nH]c(C(=O)COC(=O)CCc2ccc(OC)c(OC)c2)c1C
-4.1	-0.9	102.5	CC1=C(C(=O)N(C)C)CC(CC(=O)NCCCCc2ccccc2)C(=O)N1CCC1=CCCCC1 (configuration not stated)
-0.2	3.9	92.7	CCOc1ccc(C(=O)N[C@H](C(=O)NC2CCCCC2)C(C)C)cc1
-1.3	-1.9	107.8	C[C@@H]1CN([C@@H](C)CO)C(=O)c2cc(NC(=O)c3ccncc3)ccc2O[C@@H](C)CCCCO[C@@H]1CN(C)C(=O)Cc1ccccc1
-0.4	-3.5	99.6	C[C@@H]1CN([C@@H](C)CO)S(=O)(=O)c2ccc(-c3ccc(C#N)cc3)cc2O[C@@H]1CN(C)Cc1ccccn1
-1.6	3.6	95.6	COc1ccc(C)cc1-n1cnc2sc(C)c(C)c2c1=O
-3.5	4.3	109.9	O=[N+]([O-])c1ccc(C=NN2CCOCC2)s1
1.1	-2.2	109.5	CCN(CC)C(=O)C1=C(C)N(CCCN2CCCC2=O)C(=O)C(CC(=O)NCc2cccc3ccccc23)C1 (configuration not stated)
-5.9	-4.1	102.0	O=C1OCCC1=COCCCCCCOC=C1CCOC1=O
-0.6	0.2	99.2	COc1cc2ccc(C(=O)O)cc2cc1OC
2.9	0.4	106.3	Cc1ccccc1-c1cnc2c(c1)C(=O)N([C@H](C)CO)C[C@@H](C)[C@H](CN(C)C(=O)c1ccncc1)O2
0.7	-2.0	104.5	O=C(O)C(Cc1ccccc1)N1C(=O)C2C3CCC(C3)C2C1=O (configuration not stated)
-1.6	-0.4	98.7	CN1CCn2cnc(C(=O)NCCCCCNC(=O)OC(C)(C)C)c2C1=O
0.4	0.7	101.0	O=C(C[C@H]1C(=O)N(c2ccccc2)C[C@@H]1Cc1ccccc1)Nc1ccccc1
-2.7	-0.5	107.3	O=C(Cn1cc(C(=O)C(=O)N2CCOCC2)c2ccccc21)Nc1cccc(C(F)(F)F)c1
-0.9	3.1	99.1	COc1cc(-c2nnc(NC(=O)CS(=O)(=O)c3ccc(Cl)cc3)o2)cc(OC)c1OC
-0.2	5.5	105.4	CC1CCCN(C(=O)c2ccc3c(=O)n4nc(Nc5ccccc5)sc4nc3c2)C1 (configuration not stated)
-3.9	1.1	103.4	C[C@@H]1CCCCO[C@H](CN(C)S(=O)(=O)c2cn(C)cn2)[C@@H](C)CN([C@H](C)CO)C(=O)c2cc(NC(=O)c3ccncc3)ccc2O1
-1.9	3.8	95.8	C[C@@H]1CN([C@@H](C)CO)C(=O)c2cc(Br)cnc2O[C@H]1CN(C)C(=O)Nc1ccc2c(c1)OCO2
-5.8	3.0	110.1	[O-][N+](=Cc1ccccc1)CC1(O)CCCCC1

(cont.)
Wnt bcat act	V-ATPase pH	DSG3 Ab inh	mol
0.3	1.9	101.7	Cc1ccc(S(=O)(=O)N(C)C[C@H]2OCCCC[C@@H](C)Oc3ccc(N(C)C)cc3C(=O)N([C@H](C)CO)C[C@@H]2C)cc1
-1.7	-0.8	98.5	CN(c1ccc(C(=O)NCC2CCCO2)cc1)S(=O)(=O)c1ccc(Cl)cc1 (configuration not stated)
-1.2	0.8	96.1	Cc1ccc(C)c(NC(=O)COC(=O)c2ccc(S(=O)(=O)N3CCCC3)cc2)c1
6.4	-0.8	106.5	OC(c1ccccc1)C(NCc1ccccc1)c1ccccc1 (configuration not stated)
-1.2	1.6	109.4	Cc1ccc(S(=O)(=O)N2CC3(O)CN(C(=O)OC(C)C)N(C(=O)OC(C)C)CC3(OC(=O)Nc3c(C)noc3C)C2)cc1 (configuration not stated)
-0.9	5.5	93.5	CCc1noc(C)c1C(=O)N1CCN(c2cccc(Cl)c2)CC1
